Source: PubChem BioAssay (several laboratories)
proCasp3 act: procaspase-3 (human) activation; activation, % at 8.5 µM; 330,000 tested, 0.11% active; P42574; recombinant procaspase-3 D3A, Ac-DEVD-pNA absorbance 405 nm;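 active = activation above the mean of all tested compounds plus 3 SD, cut at about 21% in these data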;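 also: 0% = DMSO alone and 100% = DMSO wells spiked with extra 5 µM PC-3 D3A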
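Assay system – Procaspase-3 D3A mutant · Benchmarks – DMSO low control, extra-enzyme high control · Technique – 405 nm absorbance of p-nitroaniline, reads at 0 and 120 min · Doses – 8.5 µM nominal · Measure – % activation between DMSO and enzyme-spiked controls · Also added – Ac-DEVD-pNA chromogenic peptide substrate · Schedule – 1 h compound preincubation, 2 h substrate hydrolysis at 25 °C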
ZTA counter: blocks Epstein-Barr virus ZTA, an EBNA-1 counter-screen; AID 2234; P03206; 320,000 tested, 0.15% active; inhibition, % at 11 µM; ZTA-DNA binding, fluorescence polarization; in the data active = inhibition above about 33%
RPL19A TOR yeast: modulators of TOR pathway RPL19A-GFP in S. cerevisiae | S. cerevisiae RPL19A-GFP strain, flow cytometry, 3 h; hits give low values | percent response vs DMSO, % at 10 µM | AID 2025 | 330,000 tested, 0.3% active;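 active = percent response vs DMSO below 50%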;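 also: median channel GFP fluorescence of the barcoded RPL19A-GFP strain; ratio of sample median GFP to plate DMSO average so 100% = DMSO; lower means less RPL19A-GFP as with rapamycin TOR inhibition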
MEP2 TOR yeast: modulators of TOR pathway MEP2-GFP in S. cerevisiae. S. cerevisiae MEP2-GFP strain, flow cytometry GFP, 3 h; 100% = DMSO control level. GFP response vs DMSO, % at 10 µM. 330,000 tested, 0.51% active. AID 2016;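 active = GFP response versus DMSO above a set limit, roughly screen mean plus 3 SD, cut at about 180% in these data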;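 also: median GFP fluorescence of the barcode-gated MEP2-GFP cells per well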
EBNA-1 inh: blocks EBNA-1 binding to DNA. EBNA-1 DNA binding, fluorescence polarization. inhibition, % at 14.8 µM. 300,000 tested, 0.34% active; in the data active = inhibition above about 28%
AHR activator: activates the human aryl hydrocarbon receptor. P35869. AHR-responsive luciferase reporter cells, luminescence. activation, % at 5 µM. 320,000 tested, 2.5% active; in the data active = activation above about 47%;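 also: 0% = vehicle wells and 100% = reference agonist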
LAP4-GFP MLPCN: yeast TOR pathway LAP4-GFP modulation; S. cerevisiae LAP4-GFP multiplex, flow cytometry GFP, 3 h; median GFP as percent of DMSO wells; GFP response vs DMSO, % at 10 µM; 320,000 tested, 0.34% active;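 active = GFP response vs DMSO above a set limit, about the screen mean plus 3 SD, cut at about 150% in these data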
procasp7 counter: activates human procaspase-7, counter-screen for procaspase-3 activators; P55210; recombinant procaspase-7, Ac-DEVD-pNA absorbance 405 nm; D23A/D198A/D206A triple mutant, cannot self-cleave; scale: DMSO 0, 5 µM enzyme 100; activation, % at 8.5 µM; 330,000 tested, 0.093% active; AID 463210;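 active = percent activation above the screen-wide mean plus 3 SD, cut at about 25% in these data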
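Detection: p-Nitroaniline absorbance at 405 nm, read at 0 and 120 min; system: Uncleavable procaspase-7 mutant enzyme; evaluation: % activation from two-timepoint absorbance difference, scaled to controls; times: 1 h enzyme–compound preincubation and 2 h substrate reaction, both 25 °C; buffer or medium: Zinc-free HEPES pH 7.4 with 300 mM NaCl, 0.01% Triton X-100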
Active calls of the source: *.

Screening Cc1ccccc1NC(=O)C(C#N)Cc1cccnc1 (stereo not given) returned proCasp3 act -9.8, ZTA counter -5.7, RPL19A TOR yeast 101.2, MEP2 TOR yeast 96.8, EBNA-1 inh 4.0, AHR activator 0.5, LAP4-GFP MLPCN 98.7 and procasp7 counter -2.5.
For Cc1cccc(C(C)C)c1NC(=O)c1cc2ccccc2o1 the results were proCasp3 act -0.5, ZTA counter -12.4, RPL19A TOR yeast 103.9, MEP2 TOR yeast 105.9, EBNA-1 inh -6.0, AHR activator 3.2, LAP4-GFP MLPCN 88.6 and procasp7 counter 2.0.
`CCOC(=O)Cn1c2ccccc2c2nc3ccccc3nc21` gave proCasp3 act -0.1, ZTA counter 7.7, RPL19A TOR yeast 99.3, MEP2 TOR yeast 102.7, EBNA-1 inh -4.4, AHR activator 15.9, LAP4-GFP MLPCN 93.0 and procasp7 counter 4.1.
COc1ccc(/C=C2/S/C(=N/S(=O)(=O)Cc3ccccc3)NC2=O)cc1OC was read as proCasp3 act 3.0, ZTA counter 26.0, RPL19A TOR yeast 95.8, MEP2 TOR yeast 97.9, EBNA-1 inh 15.0, AHR activator 0.7, LAP4-GFP MLPCN 106.0 and procasp7 counter -0.9.
For CNC(=O)c1c(NC(=O)CS(=O)(=O)c2ccc(F)cc2)sc(C)c1C the results were proCasp3 act -1.8, ZTA counter -9.8, RPL19A TOR yeast 100.3, MEP2 TOR yeast 100.6, EBNA-1 inh 5.8, AHR activator -0.4, LAP4-GFP MLPCN 99.3 and procasp7 counter 10.4.
For O=C(COC(=O)c1cc(S(=O)(=O)N2CCCC2)ccc1O)Nc1ccc(S(=O)(=O)N2CCOCC2)cc1 the results were proCasp3 act 3.6, ZTA counter -5.5, RPL19A TOR yeast 96.8, MEP2 TOR yeast 95.7, EBNA-1 inh 12.9, AHR activator 2.2, LAP4-GFP MLPCN 92.6 and procasp7 counter -2.1.
C/C(=N\NC(=O)Cc1csc(N2CCOCC2)n1)c1ccccc1 was read as proCasp3 act 3.2, ZTA counter -11.4, RPL19A TOR yeast 102.1, MEP2 TOR yeast 99.6, EBNA-1 inh 5.0, AHR activator 6.4, LAP4-GFP MLPCN 93.0 and procasp7 counter -3.3.
Screening COC(=O)CS(=O)(=O)c1nnc([C@H](Cc2ccccc2)NC(=O)OC(C)(C)C)o1 returned proCasp3 act -6.8, ZTA counter 9.3, RPL19A TOR yeast 96.2, MEP2 TOR yeast 95.7, EBNA-1 inh -0.9, AHR activator 0.2, LAP4-GFP MLPCN 115.6 and procasp7 counter -4.4.
For COc1ccc(-c2csc3nc(C(C)C)oc(=O)c23)cc1OC the results were proCasp3 act 0.9, ZTA counter -18.9, RPL19A TOR yeast 97.8, MEP2 TOR yeast 95.5, EBNA-1 inh -9.3, AHR activator 4.1, LAP4-GFP MLPCN 93.7 and procasp7 counter 0.8.
For Cc1c(OC(=O)c2ccc([N+](=O)[O-])cc2)c2c(c[n+]1C)COC(C)(C)OC2 the results were proCasp3 act 3.4, ZTA counter 3.8, RPL19A TOR yeast 91.0, MEP2 TOR yeast 89.2, EBNA-1 inh 7.5, AHR activator -3.4, LAP4-GFP MLPCN 80.5 and procasp7 counter -9.2.
For CCN(Cc1ccc2c(c1)OCCO2)C(=O)CSc1nc(C)nc2sc(C)c(C)c12 the results were proCasp3 act 6.6, ZTA counter 5.1, RPL19A TOR yeast 97.5, MEP2 TOR yeast 93.3, AHR activator 0.9, LAP4-GFP MLPCN 98.3 and procasp7 counter -3.8.
Cc1cc(Cl)ccc1C(=O)C1CCCN(C(=O)CCN2CCCO2)C1 (stereo not given) was read as proCasp3 act -0.1, ZTA counter 12.6, RPL19A TOR yeast 95.1, MEP2 TOR yeast 96.6, EBNA-1 inh 4.4, AHR activator 0.5, LAP4-GFP MLPCN 104.4 and procasp7 counter 4.6.

Of the compounds above, 2 contain an aryl methoxy group:
COc1ccc(/C=C2/S/C(=N/S(=O)(=O)Cc3ccccc3)NC2=O)cc1OC was read as proCasp3 act 3.0, ZTA counter 26.0, RPL19A TOR yeast 95.8, MEP2 TOR yeast 97.9, EBNA-1 inh 15.0, AHR activator 0.7, LAP4-GFP MLPCN 106.0 and procasp7 counter -0.9.
For COc1ccc(-c2csc3nc(C(C)C)oc(=O)c23)cc1OC the results were proCasp3 act 0.9, ZTA counter -18.9, RPL19A TOR yeast 97.8, MEP2 TOR yeast 95.5, EBNA-1 inh -9.3, AHR activator 4.1, LAP4-GFP MLPCN 93.7 and procasp7 counter 0.8.

(more compounds)
Screening Cc1ccc(OC(C)C(=O)N2CC(=O)Nc3ccccc32)c(C)c1 (stereo not given) returned proCasp3 act 8.0, ZTA counter -9.2, RPL19A TOR yeast 106.6, MEP2 TOR yeast 110.0, EBNA-1 inh -8.0, AHR activator 0.5, LAP4-GFP MLPCN 97.7 and procasp7 counter 0.7.
Screening CCn1nc(Cc2cccc3ccccc23)c(C#N)c1N returned proCasp3 act 1.0, ZTA counter -4.7, RPL19A TOR yeast 101.9, MEP2 TOR yeast 94.9, EBNA-1 inh -1.3, AHR activator 42.1, LAP4-GFP MLPCN 116.0 and procasp7 counter -5.6.
For Cc1cccc(C)c1NC(=O)CCn1cnc2ccccc2c1=O the results were proCasp3 act 2.5, ZTA counter -3.2, RPL19A TOR yeast 104.4, MEP2 TOR yeast 107.5, EBNA-1 inh 12.9, AHR activator 0.0, LAP4-GFP MLPCN 101.0 and procasp7 counter -2.8.
For Cc1ccc(NC(=S)NCCc2ccc(F)cc2)c(C)c1 the results were proCasp3 act 0.7, ZTA counter -3.7, RPL19A TOR yeast 105.7, MEP2 TOR yeast 106.4, EBNA-1 inh -1.9, AHR activator 1.4, LAP4-GFP MLPCN 114.9 and procasp7 counter 0.1.
COc1ccc(CC(=O)N(C)Cc2cccc(OC)c2OC)cc1S(=O)(=O)N1CCOCC1 was read as proCasp3 act 2.8, ZTA counter -6.1, RPL19A TOR yeast 100.4, MEP2 TOR yeast 105.0, EBNA-1 inh 3.0, AHR activator 0.1, LAP4-GFP MLPCN 100.0 and procasp7 counter 17.5.
For Cc1ccccc1-n1sc2cc(F)ccc2c1=O the results were proCasp3 act -24.1, ZTA counter -25.1, RPL19A TOR yeast 92.4, MEP2 TOR yeast 98.2, EBNA-1 inh 9.6, AHR activator 0.8, LAP4-GFP MLPCN 118.3 and procasp7 counter -28.3.
Screening Cc1[nH]nc(SCC(=O)Nc2cccc(O)c2)c1[N+](=O)[O-] returned proCasp3 act 1.2, ZTA counter 13.4, RPL19A TOR yeast 98.3, MEP2 TOR yeast 103.0, EBNA-1 inh 2.5, AHR activator 4.8, LAP4-GFP MLPCN 104.8 and procasp7 counter -0.8.
Screening COc1ccccc1CN1CCC(n2nccc2NC(=O)c2ccccc2Cl)CC1 returned proCasp3 act 3.9, ZTA counter 10.1, RPL19A TOR yeast 100.2, MEP2 TOR yeast 106.8, EBNA-1 inh -6.2, AHR activator 4.5, LAP4-GFP MLPCN 95.7 and procasp7 counter 2.2.
Screening CN1CCN(c2ccc(NC(=O)c3ccc(C(F)(F)F)cc3)cn2)CC1 returned proCasp3 act 4.5, ZTA counter 2.7, RPL19A TOR yeast 92.7, MEP2 TOR yeast 96.7, EBNA-1 inh 2.7, AHR activator 6.5, LAP4-GFP MLPCN 90.4 and procasp7 counter 10.6.
`Cc1[nH]c2ccccc2c1C(=O)C(=O)N1CCOCC1` gave proCasp3 act 3.4, ZTA counter -8.1, RPL19A TOR yeast 106.0, MEP2 TOR yeast 95.5, EBNA-1 inh 7.3, AHR activator 3.5, LAP4-GFP MLPCN 91.1 and procasp7 counter 4.7.
For O=C(CN(CC1CCCO1)C(=O)CCC(=O)Nc1ccccn1)NCc1ccccc1 (stereo not given) the results were proCasp3 act -1.4, ZTA counter 1.3, RPL19A TOR yeast 93.3, MEP2 TOR yeast 91.6, EBNA-1 inh -4.2, AHR activator 1.2, LAP4-GFP MLPCN 95.9 and procasp7 counter -21.6.
`CN1CCN(C(c2ccc(Cl)cc2)c2cc(Cl)c3cccnc3c2O)CC1` (stereo not given) gave proCasp3 act -0.3, ZTA counter 2.9, RPL19A TOR yeast 65.1, MEP2 TOR yeast 139.6, EBNA-1 inh 10.2, AHR activator 9.7, LAP4-GFP MLPCN 163.8* and procasp7 counter -0.7.
For O=Cc1cn(CCOc2ccccc2)c2ccccc12 the results were proCasp3 act -2.1, ZTA counter -11.9, RPL19A TOR yeast 104.0, MEP2 TOR yeast 106.3, EBNA-1 inh 10.1, AHR activator -5.5, LAP4-GFP MLPCN 104.7 and procasp7 counter -6.8.
For CCOC(=O)N1CCN(C(=O)CC(C(=O)N2CCc3ccccc32)n2ccnc2)CC1 (stereo not given) the results were proCasp3 act 2.4, ZTA counter 19.1, RPL19A TOR yeast 100.0, MEP2 TOR yeast 100.6, EBNA-1 inh 8.4, AHR activator 7.3, LAP4-GFP MLPCN 103.3 and procasp7 counter -1.4.
For CN(C(=O)c1cc(S(=O)(=O)N2CCOCC2)cs1)c1ccccc1 the results were proCasp3 act 3.1, ZTA counter 4.2, RPL19A TOR yeast 104.8, MEP2 TOR yeast 98.2, EBNA-1 inh -0.1, AHR activator -1.8, LAP4-GFP MLPCN 97.1 and procasp7 counter 2.6.
COc1ccc(N(C(=O)c2cnsn2)C(C(=O)NC2CCCCC2)c2ccncc2)cc1 (stereo not given) was read as proCasp3 act -1.5, ZTA counter -8.8, RPL19A TOR yeast 104.7, MEP2 TOR yeast 99.7, EBNA-1 inh 3.8, AHR activator 0.8, LAP4-GFP MLPCN 95.0 and procasp7 counter 0.8.
For COCC1CCN(Cc2c(C(=O)N3CCN(C4CCCCC4)CC3)nc3ccccn23)C1 (stereo not given) the results were proCasp3 act -5.7, ZTA counter -14.9, RPL19A TOR yeast 93.8, MEP2 TOR yeast 127.7, EBNA-1 inh -11.4, AHR activator 2.5, LAP4-GFP MLPCN 83.8 and procasp7 counter -0.8.
COc1ccc(C2CC(c3ccc4ccccc4c3)=NN2C(=O)COC(=O)C2CCC(=O)N2)cc1 (stereo not given) was read as proCasp3 act 5.5, ZTA counter -5.5, RPL19A TOR yeast 105.2, MEP2 TOR yeast 98.2, EBNA-1 inh -3.8, AHR activator 23.6, LAP4-GFP MLPCN 92.3 and procasp7 counter 2.5.
`C=CCNc1cnn(-c2ccccc2)c(=O)c1Cl` gave proCasp3 act 1.4, ZTA counter -6.7, RPL19A TOR yeast 102.1, MEP2 TOR yeast 105.5, EBNA-1 inh -6.0, AHR activator -1.4, LAP4-GFP MLPCN 92.2 and procasp7 counter -1.4.
`CC(C(=O)OCC(=O)Nc1cccc(S(=O)(=O)N2CCOCC2)c1)N1C(=O)c2ccccc2C1=O` (stereo not given) gave proCasp3 act 5.8, ZTA counter -2.5, RPL19A TOR yeast 90.0, MEP2 TOR yeast 89.0, EBNA-1 inh 0.8, AHR activator -0.4, LAP4-GFP MLPCN 87.2 and procasp7 counter 5.7.
`CCCCNC(=S)N=Nc1c(O)n(Cc2ccccc2)c2ccccc12` gave proCasp3 act 12.6, ZTA counter -4.0, RPL19A TOR yeast 102.4, MEP2 TOR yeast 95.7, EBNA-1 inh 11.2, AHR activator 12.7, LAP4-GFP MLPCN 92.0 and procasp7 counter 9.0.
Screening COC(=O)c1cccc(NC(=S)Nc2cccc(Cl)c2C)c1 returned proCasp3 act 4.3, ZTA counter -5.6, RPL19A TOR yeast 102.4, MEP2 TOR yeast 100.4, EBNA-1 inh -5.9, AHR activator 4.0, LAP4-GFP MLPCN 96.9 and procasp7 counter 7.7.

An unsorted share of the library; 3.8% or so of the library scored in one or more.
